Bioassay records from PubChem BioAssay.
PKM2 act: PKM2 (human) enzyme activation. purified PKM2, Kinase-Glo ATP luminescence, activation; response scale: 0% is enzyme alone, no compound. 0.34% of 260,000 active. P14618. Potency, µM (titrated, usually from 57.5 µM), inactives show at the highest dose activation, actives largely listed as activators; further: potency means the concentration at half of the fitted maximal effect; on the % scale 0 is the no-effect control and ±100 the full control effect; nearly all actives have a fitted effect of over 55% in size
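hPK-M2, >95% pure; 0.1 mM ADP / 0.5 mM PEP final; imidazole pH7.2 buffer w/ 7 mM MgCl2, 50 mM KCl; 1 h RT; Kinase-Glo lum. Intermediate enzyme activity for dual inhibitor/activator qHTS.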
USP2a block: inhibitors of human ubiquitin-specific protease USP2a. O75604. Potency, µM (series often up to 38.3 µM), for inactives: at the highest dose activity change, negative = inhibition, hits mostly inhibitors. USP2 core, Ub-CHOP2 coupled fluorogenic reporter, 485/531. AID 463254. 0.01% of 330,000 active;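 further: potency means the concentration at half of the fitted maximal effect; plate controls were DMSO wells for no effect and full inhibition by NEM control for full effect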
Target sequence (O75604 whole entry, looked up): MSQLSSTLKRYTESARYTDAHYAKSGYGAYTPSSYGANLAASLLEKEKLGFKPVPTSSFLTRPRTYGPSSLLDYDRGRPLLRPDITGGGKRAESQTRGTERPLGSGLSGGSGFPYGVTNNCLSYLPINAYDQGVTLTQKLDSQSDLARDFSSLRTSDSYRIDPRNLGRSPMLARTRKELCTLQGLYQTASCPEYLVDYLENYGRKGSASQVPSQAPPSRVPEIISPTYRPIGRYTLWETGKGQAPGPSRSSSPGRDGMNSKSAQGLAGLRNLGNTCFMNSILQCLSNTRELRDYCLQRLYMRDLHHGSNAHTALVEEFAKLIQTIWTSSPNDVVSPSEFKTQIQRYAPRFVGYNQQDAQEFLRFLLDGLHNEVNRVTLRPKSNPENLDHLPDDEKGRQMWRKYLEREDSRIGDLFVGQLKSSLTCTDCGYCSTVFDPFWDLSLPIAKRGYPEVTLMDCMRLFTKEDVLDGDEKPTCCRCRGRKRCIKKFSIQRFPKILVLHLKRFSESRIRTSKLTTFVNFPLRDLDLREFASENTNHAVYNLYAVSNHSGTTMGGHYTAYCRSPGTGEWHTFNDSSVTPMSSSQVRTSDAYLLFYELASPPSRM
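Deubiquitinase activity read as fluorescence (485/531 nm) after Ub-CHOP2 cleavage activates the enterokinase reporter on its substrate; USP2 core 10nM, Ub-CHOP2 and substrate 25nM each, 30min compound preincubation then 60min RT; data normalized to NEM, curves fitted.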
hERG WT inh: KCNH2 (human, wildtype) channel inhibition; Q12809; U2OS, BacMam KCNH2, thallium flux FluxOr; hits give low values; activity change, % at 1.84 µM; 0.37% of 340,000 active; AID 720551;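 active means maximum activity change below -70%; inconclusive means maximum activity change between -70% and -50%; inactive means maximum activity change above -50%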; further: on the % scale 0 is the no-effect control and ±100 the full control effect
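U2OS cells were transduced with wild-type KCNH2 virus (2.03 x 10^8 / mL) for 4 h at room temperature, then cultured overnight at 37 C. Thallium flux was read with FluxOr dye. Rate constants were normalized to DMSO controls.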
CXXC DNA block: blocks binding of human MLL CXXC domain to DNA. Q03164. MLL-CXXC / FITC-HOXA9 DNA fluorescence polarization. Potency, µM (doses to about 115 µM), without a hit: at the top dose activity change, negative = inhibition, actives largely listed as inhibitors. 0.037% of 290,000 active. AID 2662; active means well fitted inhibition curve with a large enough effect in the polarisation, with a control signal flat, not every such curve was filed as active; inconclusive means small, poorly fitted or top-dose-only effect, or effect the other way, or a change in a side signal; inactive means no such curve, though single readings can be large or run the other way; the % refers to the polarisation; further: potency means the concentration at half of the fitted maximal effect
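Fluorescence polarization: 7 uM MLL-CXXC (stock) preincubated 5 min with compounds, then 50 nM fluorescein-HOX-A9 DNA (stock) added; 30 min ambient. Buffer 50 mM Tris-HCl pH 7.5, 50 mM NaCl, 1 mM DTT, 0.05% BSA.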
Giardia killer: Giardia lamblia killing. Giardia lamblia trophozoite viability. activity change, % at 7.66 µM, hits read low. 0.15% of 340,000 active; in the data active means activity change below about -80%; inconclusive means between about -30% and that limit;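 further: parasites exposed to compound for two days anaerobically before the ATP read; on the % scale 0 is the no-effect control and ±100 the full control effect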
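Killing of trophozoites was scored by loss of ATP luminescence after a 48 hrs anaerobic exposure to compounds at 37 deg C, using 100 cells per well.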
B2AR arrestin: agonists driving beta-arrestin recruitment to human beta2-adrenergic receptor. beta-arrestin recruitment to beta2AR, cell-based reporter. Potency, µM (series often up to 46.1 µM), for the others: top-dose activation, actives largely listed as activators. 0.02% of 330,000 active. AID 492947;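 further: potency means the concentration at half of the fitted maximal effect; 0% = DMSO controls and full agonism = EC100 isoproterenol or metaproterenol; nearly all actives have a fitted effect of over 65% in size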
Target sequence (P07550 whole entry, looked up): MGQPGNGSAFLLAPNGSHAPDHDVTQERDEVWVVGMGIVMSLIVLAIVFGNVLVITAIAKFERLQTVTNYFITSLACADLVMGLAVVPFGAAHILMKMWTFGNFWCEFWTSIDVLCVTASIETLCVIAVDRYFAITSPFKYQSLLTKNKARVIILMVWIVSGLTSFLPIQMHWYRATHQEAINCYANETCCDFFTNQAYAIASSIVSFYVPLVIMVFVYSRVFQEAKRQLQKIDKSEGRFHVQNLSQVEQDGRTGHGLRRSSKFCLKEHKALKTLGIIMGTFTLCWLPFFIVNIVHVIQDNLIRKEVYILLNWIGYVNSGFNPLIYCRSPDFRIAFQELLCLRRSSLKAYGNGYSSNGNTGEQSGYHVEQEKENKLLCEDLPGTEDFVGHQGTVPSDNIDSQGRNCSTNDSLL
GALK inh: inhibitors of human galactokinase. Purified GALK, Kinase-Glo residual ATP luminescence. Potency, µM (highest dose often 57.5 µM), for the others: at the top dose activity change, negative = inhibition, most hits filed as inhibitors. 0.007% of 270,000 active. AID 1868; further: potency means the concentration at half of the fitted maximal effect; on the % scale 0 is the no-effect control and ±100 the full control effect
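5 nM enzyme, 35 uM ATP, 100 uM galactose, 20 mM HEPES pH8.0, 5 mM MgCl2; 1 h RT; residual ATP by Kinase-Glo Plus luminescence, qHTS format.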
Menin-MLL TR inh: displaces Texas Red mutant MLL peptide from human menin; O00255; Menin + Texas Red MLL mutant peptide, fluorescence polarization; Potency, µM (titrated, usually from 61.6 µM), inactives show at the highest dose FP activity change, negative = inhibition, usual class: inhibitors; 0.23% of 270,000 active; AID 1768; active means well fitted inhibition curve with a large enough effect in the polarisation, with a control signal flat, not every such curve was filed as active; inconclusive means small, poorly fitted or top-dose-only effect, or effect the other way, or a change in a side signal; inactive means no such curve, though single readings can be large or run the other way; the % refers to the polarisation; further: potency means the concentration at half of the fitted maximal effect; % of control where 0% means no effect; many of its hits are not listed in these tables
KCNH2 3.1 block: blocks the human KCNH2 3.1 channel isoform | U2OS KCNH2 3.1, thallium flux FluxOr; hits give low values | activity change, % (tested at about 1.8 µM) | 0.95% of 340,000 active | AID 720553;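 active means maximum activity change below -70%; inconclusive means maximum activity change from -70% to -50%; inactive means maximum activity change above -50%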;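 further: thallium influx rate constant from kinetic fluorescence after stimulation buffer; on the % scale 0 is the no-effect control and ±100 the full control effect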
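U2OS cells transduced with KCNH2 3.1 mutant virus (1.77 x 10^8 /mL, 4 h), plated overnight at 37 C, loaded 45 min with FluxOr dye plus Red40 quencher. Thallium flux rate constant from kinetic reads after stimulation buffer, normalised to controls.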
TRPV1 ag: agonists of human vanilloid receptor 1 (TRPV1); TRPV1-expressing cells, Fluo-8 calcium influx, agonist mode; 0.19% of 320,000 active; activation, % at 8.33 µM; Q8NER1; in the data active means activation above about 80%; inconclusive means between about 30% and that limit; further: 0% is about no effect
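TRPV1-expressing cells were cultured overnight at 35.5C and loaded with Fluo-8 calcium dye for 40 to 90 min at room temperature. After a 10 s baseline, compound was added and calcium influx was read kinetically for 3 min (ex 480/em 520 nm).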
Coupling enz: inhibits coupling enzyme system, counter-screen for aldolase hits. AID 2472. coupling enzyme system counterscreen, AmpLite Red fluorescence. activity change, negative = inhibition, % at 58.2 µM, hits read low. 0.67% of 290,000 active; in the data active means activity change below about -30%; further: on the % scale 0 is the no-effect control and ±100 the full control effect
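Compounds tested against the coupling enzymes alone at 57.5 uM final; readout was AmpLite Red fluorescence (525/598 nm) after 20 min at RT.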
Numbers without * were called inactive; i = inactive; ? = inconclusive; . = no result given; [ ] = another dose, or the depositor's remark. Unless noted, the call rests on the fitted dose curve; in most records, active means well fitted curve in the direction sought with a large enough effect; inconclusive means small, poorly fitted or top-dose-only effect, or another doubt; inactive means no such curve, though single readings can be large; an effect the other way counts as inactive or inconclusive.

item	molecule	PKM2 act	USP2a block	hERG WT inh	CXXC DNA block	Giardia killer	B2AR arrestin	GALK inh	Menin-MLL TR inh	KCNH2 3.1 block	TRPV1 ag	Coupling enz
1	CC(=O)c1ccc(NC(=O)c2ccc(NC(=O)CCS(=O)(=O)c3cccs3)cc2)cc1	-3%	1%	-4	4%	15	0.0%	-2%	?	-29	3	-2
2	CNc1nc(OC)nc(N2CCOCC2)n1	5%	0%	-8	9%	-6	-0.3%	-5%	3%	6	-1	4
3	Cc1[nH]c2ccccc2c1N=Nc1ccc(F)cc1	.	2%	2	12%	1	-0.1%	-3%	?	16	0	-2
4	O=C(Nc1nc(-c2ccccc2)cs1)c1ccc(S(=O)(=O)N2CCc3ccccc32)cc1	-1%	-6%	-18	4%	10	0.0%	.	1%	-15	2	4
5	CCn1nccc1C(=O)Nc1cc(Cl)ccc1Cl	-11%	2%	6	5%	6	-0.1%	-1%	17%	-3	15	3
6	CCCCn1c(N)c(N(CCC(C)C)C(=O)c2cc(CC)c(C)s2)c(=O)[nH]c1=O	.	-2%	-42	.	-16	-0.3%	.	.	-6	0	.
7	CC(NC(=O)c1cc2c(=O)n3ccccc3nc2n(CC2CCCO2)c1=N)c1ccccc1 (stereo unspecified)	.	0%	19	6%	4	-0.5%	1%	-8%	-11	-2	-1
8	Cc1ccc(S(=O)(=O)CCC(=O)OCC(=O)Nc2cc(C)on2)cc1	4%	0%	-8	-1%	14	-0.8%	4%	-14%	3	-1	1
9	Cc1ccccc1C(=O)N1CCC(C(=O)NN2C(=O)NC3(CCC(C)CC3)C2=O)CC1 (stereo unspecified)	.	4%	-6	.	-12	-0.2%	.	.	-2	0	.
10	Cc1cccc(N=Nc2cnc(N)s2)c1	-1%	0%	2	2%	-6	-1.0%	-2%	.	23	6	-3
11	Cc1ccc(NC(=O)CCC(=O)N/N=C/c2cccs2)cc1	-3%	-5%	.	13%	-7	-0.1%	-1%	0%	-4	-1	2
12	CCN(CC)CCCNC(=O)c1ccccc1NC(=O)C1=CSCCO1	.	2%	6	-1%	-29	0.1%	-1%	.	6	3	.
13	CC(=O)c1cc(-c2ccccc2)n(CC(=O)N2CCC(N3CCCCC3)CC2)c1C	-1%	1%	10	0%	-7	0.1%	0%	0%	-22	-1	3
14	COc1ccc(OC)c2sc(NC(=O)c3ccc(Cl)s3)nc12	0%	-5%	4	39%[activator]	?	0.2%	2%	13%	4	0	7
15	O=C(c1cc(C2CC2)on1)N1CCN(C(c2ccccc2)c2ccccc2)CC1	9%	0%	-6	-1%	9	-0.3%	0%	?	-16	13	4
16	Cc1ccccc1CCNC(=O)CCn1nc(C)c2c(C)n(-c3ccccc3)nc2c1=O	.	-1%	-5	-23%	24	0.0%	2%	.	-10	0	.
17	Cc1cccc(-n2c(N)cc(=O)[nH]c2=S)c1C	-10%	-1%	-4	-3%	-3	-0.4%	0%	0%	4	-2	4
18	COc1ccccc1NC(=S)N(CCCN1CCOCC1)Cc1cccs1	7%	5%	8	0%	23	0.1%	-2%	-18%	19	3	4
19	COc1ccc(C(=O)Nc2ccc3nc(N4CCCCC4)cc(C)c3c2)cc1OC	-3%	3%	1	9%	-13	-0.4%	0%	11%	?	0	1
20	N#Cc1ccsc1NC(=O)CN1CCN(c2ccccc2)CC1	3%	4%	i	5%	6	-0.5%	-1%	3%	-5	-6	1
21	CCNc1nc(SCC(=O)OC)nc(N(C)C)n1	.	2%	1	13%	3	0.0%	9%	-1%	13	-11	3
22	N#Cc1cnn2c(-c3cccc([N+](=O)[O-])c3)ccnc12	.	2%	-31	.	-4	3.2%	.	.	-13	-1	.
23	CC(C)N(C(=O)CSc1nnc(-c2cc3ccccc3cc2O)n1Cc1ccco1)C(C)C	5%	4%	-5	5%	-3	-0.9%	-4%	6%	3	8	0
24	O=C1c2ccccc2N2C(=O)c3ccccc3C2N1Cc1ccco1 (stereo unspecified)	?	5%	6	3%	-15	-0.9%	3%	-13%	1	6	13
25	O=C(/C=C\c1cn(-c2ccccc2)nc1-c1ccc2c(c1)OCCO2)N1CCOCC1	-5%	-8%	.	15%	-4	-1.1%	5%	15%	-4	115*	0
26	COC(=O)c1ccc(Nc2cc(C)nc3nc(C)nn23)cc1	-18%	0%	13	-7%	-29	-0.8%	.	8%	10	-1	2
27	O=C1CC(c2ccccc2Br)c2cc3c(cc2N1)CCC3 (stereo unspecified)	-14%	0%	.	2%	.	-0.2%	7%	-2%	.	-2	-2
28	COc1ccc(CCC(=O)OCC(=O)c2cccc(OC)c2)cc1	7%	-4%	-8	-3%	-10	-0.1%	1%	11%	6	?	3
29	COc1ccc(S(=O)(=O)NCc2ccc(F)cc2)cc1OC	15%	1%	-1	20%	8	-0.3%	4%	11%	-11	2	5
30	Cc1cc(C)c(NC(=O)CNC(=O)COC(=O)Cc2ccccc2C)c(C)c1	.	10%	-5	.	2	-1.3%	.	.	11	2	.
31	COC(=O)Nc1c(C(=O)OC)cc(OC)c(OC)c1OC	-4%	-1%	7	-5%	10	-0.7%	-1%	-7%	-4	-2	-1
32	COc1cc2ccccc2cc1C(=O)N1CCN(c2ccccc2O)CC1	.	-1%	23	.	-7	0.1%	.	.	-4	2	.
33	CC(NS(=O)(=O)c1cc(C(F)(F)F)ccc1Cl)C(=O)N(C)C1CCN(C)CC1 (stereo unspecified)	.	4%	24	.	0	-0.5%	.	.	8	.	.
34	Cc1cc(N=Nc2c(O)c3ccccc3[nH]c2=O)ccc1N=Nc1ccc(C(=O)N(C)C)cc1	5%	11%	6	1%	-1	-0.3%	6%	-22%	-3	-1	1
35	Cc1ccc(CNC(=O)c2ccc3c(c2)NC(=O)C(N2CCOCC2)S3)cc1 (stereo unspecified)	-18%	5%	14	-6%	43[activator]	0.4%	-1%	-15%	5	1	-7
36	COc1ccc(C(=O)COC(=O)CN2C(=O)NC(C)(C)C2=O)cc1OC	1%	3%	-1	-5%	-18	-0.5%	-2%	1%	-3	-3	-1
37	COc1ccc(N/C=C/C(=O)C(C)(C)C)cc1	9%	1%	-5	-2%	-8	-0.6%	0%	13%	.	13	-4
38	COC(=O)CSc1nc(NC(C)C)nc(N2CCOCC2)n1	0%	2%	8	2%	1	6.8%	2%	2%	-13	0	5
39	CCOCCCNC(=S)N1CCCN(c2nc3c(C)c(C)ccc3cc2C#N)CC1	4%	0%	37	8%	-12	-0.1%	-1%	15%	11	10	1
40	Cc1cccc(NC(=O)CN2C(=O)c3ccccc3C2=O)c1C	-6%	2%	-17	2%	-20	0.2%	1%	-7%	3	0	1
41	CCOC(=O)c1c2ccc(OCC(=O)N/N=C/c3ccccc3C(F)(F)F)cc2n2ccccc12	2%	-1%	.	-12%	.	-0.5%	-3%	13%	.	-1	-10
42	CC(C)CCOc1ccc(C(=O)NNC(=O)CNC(=O)c2ccccc2F)cc1	.	2%	3	.	-7	0.4%	.	.	-27	.	.
43	CC(OC(=O)c1cccnc1Cl)C(=O)Nc1ccc2c(c1)OCCO2 (stereo unspecified)	4%	3%	2	-14%	9	0.4%	10%	15%	2	2	2
44	COc1ccc(/C(C)=N/N=C(\C)c2ccc(OC)cc2OC)c(OC)c1	-2%	-2%	-19	4%	3	-0.5%	1%	-1%	-6	12	1
45	O=C(Nc1ccnn1C1CCN(Cc2ccccc2OC(F)F)CC1)c1cccc(F)c1	.	0%	36	5%	-9	-0.4%	-2%	.	-17	7	.
46	COc1ccc(CNC(=O)Cn2c(=O)oc3ccccc32)cc1OC	-15%	3%	-14	?	-25	-0.2%	-3%	-11%	0	-1	-3
47	O=C(Nc1cccc(S(=O)(=O)N2CCCC2)c1)c1ccc(Cl)nc1	.	3%	-3	.	1	-0.1%	.	.	-3	.	.
48	CCOC(=O)c1ccc(NC(=O)CN2C(=O)C(CC)SC(CC)C2=O)cc1 (stereo unspecified)	-1%	1%	0	19%	6	-0.4%	-4%	8%	-2	2	-2
49	COc1cc([N+](=O)[O-])ccc1NC(=O)C[n+]1ccccc1	2%	2%	-5	?	12	0.2%	-1%	17%	-1	-4	0
50	O=C(O)c1ccccc1C(=O)NCCc1ccc(Cl)cc1	-4%	-1%	.	3%	11	0.1%	1%	1%	-13	2	4
51	COc1cccc(C(=O)NCCS(=O)(=O)N2CCc3ccccc3C2)c1	.	1%	16	.	4	-0.1%	.	.	3	24	.
52	CCOC(=O)c1ccc(N2Cc3cc(C)c(C)cc3C2)cc1O	-4%	1%	.	-4%	.	-1.9%	1%	-21%	.	-1	0
53	COc1ccc(N2C(=O)CNC2=S)cc1	-3%	-4%	3	-4%	-1	0.9%	1%	-8%	11	0	5

These rows are one share of the data, so the mix of outcomes need not match the whole.
